ARFGAP1 inh: inhibitors of rat ARFGAP1; inhibition, % at 16.5 µM; Arfgap1-stimulated ARF1 GTP hydrolysis, GDP FP detection; Q62848; actives 0.26% (n = 360,000);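 active = inhibition above a per-plate limit, mean inhibition of low control wells plus 3 SD, cut at about 25% in these data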;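 note: 0% = DMSO wells with enzyme and 100% = wells lacking Arfgap1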
Target sequence (Q62848 1-136 limits assumed): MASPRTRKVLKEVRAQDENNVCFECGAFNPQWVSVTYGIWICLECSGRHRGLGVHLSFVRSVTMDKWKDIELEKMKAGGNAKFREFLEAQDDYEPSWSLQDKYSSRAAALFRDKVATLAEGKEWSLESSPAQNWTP
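Assay system: purified rat His6-Arfgap1 residues 1-136 (GAP domain); Reagent: human Δ17 ARF1 bound to GTP; Dosing: 16.5 µM single point, 1.26% DMSO; Times: GTP hydrolysis reaction 2 h at 25 °C; Signal: FP, GDP Alexa 633 tracer displaced from anti-GDP antibody, 620/688 nm; Measure: % inhibition from polarization.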
ADAM17 inh: ADAM17 inhibition, QFRET primary screen | P78536 | recombinant ADAM17, EDANS/DABCYL FRET peptide cleavage | inhibition, % at 6.95 µM | actives 0.83% (n = 370,000);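 active = inhibition above the mean of compounds lying between control limits plus 3 SD, set per campaign, cut at about 8.5% in these data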;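 note: 0% = DMSO-only wells as the low control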
PLCb3 inh: inhibitors of human phospholipase C beta3 | Q01970 | Purified PLC-beta3, fluorogenic substrate, fluorescence | inhibition, % at 12.2 µM | actives 0.18% (n = 370,000) | AID 720704; in the data active = inhibition above about 11%;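 note: 0% = median of compound wells on plate and 100% = full blocker control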
Tn7 DDE FP: DD(E)-Tn7 binding inhibition, primary FP screen | P02675 | FP displacement of FITC-Tn7 peptide from fibrin DD(E); 0% = median of compound wells per plate | inhibition, % at 8.3 µM | actives 0.13% (n = 370,000) | AID 720508;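 active = inhibition above the mean of compounds falling within the control limits plus 3 SD of them, cut at about 14% in these data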;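 note: 0% = plate median of compound wells and 100% = 10 µM Aha-Tn7 peptide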
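Measure: % inhibition scaled between sample-field median and high-control FP; Test system: human fibrin DD(E); Quantity: 2 µM final DD(E) protein; Doses: one dose, 8.3 µM nominal; Schedule: compound with protein 10 min, then 3 h after probe, room temperature; Detection: fluorescence polarization; Medium: Tris buffer with calcium and detergent, pH 7.8.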
MBD2 inh: inhibitors of human MBD2 binding to methylated oligonucleotide | inhibition, % at 4.4 µM | Q9UBB5 | TR-FRET | actives 0.31% (n = 370,000); in the data active = inhibition above about 13%
Target sequence (Q9UBB5 whole entry, looked up): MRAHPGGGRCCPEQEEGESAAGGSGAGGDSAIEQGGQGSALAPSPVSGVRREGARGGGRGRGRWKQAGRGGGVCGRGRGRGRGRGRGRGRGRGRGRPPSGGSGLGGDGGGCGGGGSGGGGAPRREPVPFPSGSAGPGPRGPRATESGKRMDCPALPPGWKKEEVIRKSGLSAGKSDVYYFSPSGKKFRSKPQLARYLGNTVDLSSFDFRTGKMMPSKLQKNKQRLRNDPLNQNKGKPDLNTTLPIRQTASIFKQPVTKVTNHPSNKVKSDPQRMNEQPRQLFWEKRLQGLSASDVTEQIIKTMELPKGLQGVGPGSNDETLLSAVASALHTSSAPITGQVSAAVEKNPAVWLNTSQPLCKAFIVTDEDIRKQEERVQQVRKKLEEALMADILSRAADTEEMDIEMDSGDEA
KLK7 zymogen act: activates the human kallikrein-7 zymogen | purified proKLK7, EDANS-DABCYL substrate fluorescence; 100% is mature enzyme control, 0% vehicle | actives 0.9% (n = 370,000) | AID 652039 | activation, % at 7 µM | P49862;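 active = activation above the mean of all tested compounds plus 3 SD, computed per campaign excluding outliers beyond control limits, cut at about 13% in these data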
Target sequence (P49862 whole entry, looked up): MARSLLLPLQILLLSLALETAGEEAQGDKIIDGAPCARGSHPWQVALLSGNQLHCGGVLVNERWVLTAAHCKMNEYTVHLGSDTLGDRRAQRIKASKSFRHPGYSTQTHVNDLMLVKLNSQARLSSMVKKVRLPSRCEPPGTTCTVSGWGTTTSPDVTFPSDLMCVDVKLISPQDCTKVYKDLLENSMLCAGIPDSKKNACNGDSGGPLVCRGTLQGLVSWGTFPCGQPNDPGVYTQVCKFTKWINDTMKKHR
ASAP1 GAP inh: inhibitors of human ASAP1 ArfGAP activity | Q9ULH1 | inhibition, % at 16.5 µM | ASAP1-stimulated ARF1 GTP hydrolysis, GDP FP detection | actives 0.19% (n = 360,000); in the data active = inhibition above about 25%;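 note: 0% = vehicle with enzyme and substrate and 100% = no enzyme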
PLC-gamma1 inh: inhibitors of human phospholipase C gamma1. AID 720700. actives 0.84% (n = 370,000). purified PLC-gamma1, fluorogenic substrate, fluorescence. inhibition, % at 12.2 µM; in the data active = inhibition above about 9.5%
Tn6 DDE FP: inhibitors of Tn6 peptide binding to human fibrin DD(E); AID 720509; actives 0.21% (n = 370,000); Fibrin DD(E) TRITC-Tn6 fluorescence polarization displacement; inhibition, % at 8.3 µM; P02675;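 active = inhibition above a per-campaign cutoff: mean of compounds within control limits plus 3 SD, cut at about 15% in these data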;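 note: 0% = median of all compound wells on the plate and 100% = blocking peptide control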
UHRF1 binding: human UHRF1 methylated DNA binding inhibitors. actives 0.75% (n = 370,000). UHRF1 binding to methylated oligo, TR-FRET. inhibition, % at 4.4 µM; in the data active = inhibition above about 21%;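 note: UHRF1 SRA domain binding a hemimethylated CpG hairpin DNA probe; 0% = median of test compound wells and 100% = reference inhibitor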
The depositor's hits bear a star; x = not tested or not shown.

SMILES	ARFGAP1 inh	ADAM17 inh	PLCb3 inh	Tn7 DDE FP	MBD2 inh	KLK7 zymogen act	ASAP1 GAP inh	PLC-gamma1 inh	Tn6 DDE FP	UHRF1 binding
COc1ccccc1CN1CC(C(=O)NCC2CCCO2)CC1=O (configuration not stated)	-8	0	1	0	-2	-0.4	-4	2	0	2
CCCC(=O)NNc1cc(=O)c2c(=O)n(C)c(=O)n(C)c2[nH]1	1	0	-1	-1	-5	-0.6	2	-1	3	0
O=C(Nc1ccc2c(c1)OCO2)Nc1cnccn1	15	-9	-6	3	6	-0.1	1	-2	2	1
COC(=O)C1=NN[C@H](C(=O)OC(C)(C)C)[C@H]1c1ccccc1	2	0	4	9	2	0.2	-3	-1	-9	1
CCOC(=O)CCc1c(C)n(CC)c2ncnn2c1=O	-5	-2	1	1	-4	0.8	3	1	-3	0
CCOc1ccc(N(CC(=O)Nc2ccc(Br)cc2)S(C)(=O)=O)cc1	5	4	1	3	-7	0.5	10	3	8	-1
Cn1ncc2nc[nH]c(=O)c21	12	-2	1	0	-3	0.6	-5	10*	10	-1
Brc1cnc(N2CCCC2)nc1N1CCOCC1	4	1	-1	-4	-6	-0.8	-14	2	-6	0
O=C(O)CSCc1ccc(C(=O)O)o1	25*	-5	1	-1	0	0.3	-17	-1	3	-3
CCOC(=O)c1ccc(N/C(=N/S(=O)(=O)c2ccccc2)c2ccccc2)cc1	-3	5	3	9	1	0.0	2	2	1	-3
C[C@H]1CN=C(N(C)C)N1CCCC1CCCCC1	2	0	1	-4	-2	-0.1	-5	3	12	1
CN1CC(c2ccccc2)Oc2ccccc2C1=S (configuration not stated)	6	-1	-6	-3	7	0.4	-12	0	8	1
CC1(C)CC(=O)C2=C(C1)OC1=C(C(=O)CC(C)(C)C1)C2c1ccccc1Cl	11	-33	-35	4	-1	1.4	14	-25	4	-3
CCCCOC(=O)C1=C(C)Nc2ncnn2C1c1ccc(OCC)c(OC)c1 (configuration not stated)	3	-1	0	-8	0	0.2	2	3	-7	2
CC(OC(=O)C1CCN(c2ccc(C(F)(F)F)cn2)CC1)C(=O)Nc1cccc([N+](=O)[O-])c1 (configuration not stated)	27*	7	-8	10	-2	0.0	-4	0	5	1
COc1ccccc1OCc1ccc(C(=O)NN)cc1	-4	-3	-1	6	2	0.8	-3	3	-2	-2
O=C1NCCO1	8	-2	2	-6	1	-0.2	-2	0	-3	-2
O=C(CNC(=S)N(CCCN1CCOCC1)Cc1cccs1)NCCN1CCOCC1	5	-5	-2	6	4	-0.6	-3	0	3	1
C=CCOc1ccc(/C(O)=C2\C(=O)C(=O)N(CCOC)C2c2cccnc2)cc1 (configuration not stated)	6	-2	1	0	-3	-0.1	-12	2	13	-1
CN(C(=O)CSc1nnn(C)n1)c1ccccc1	0	-5	-2	-8	-1	0.6	-14	0	-5	1
Cc1ccc(C)c(NC(=O)c2cc(=O)c3ccccc3o2)c1	22	0	4	1	0	-0.2	1	-1	9	-3
CC1CCN(S(=O)(=O)c2ccc(NC(=O)CN3CCOCC3)cc2)CC1	3	-3	6	-4	-2	-0.4	8	0	2	1
O=C1NN(c2ccc(F)cc2)C(=O)/C1=C\c1cnn(-c2ccccc2)c1	8	-1	6	-4	2	-0.7	-4	-1	0	3
ONC(=NCc1ccccc1)c1ccccc1	1	-5	1	-1	2	-0.5	0	2	-4	3
O=C(Nc1ccc(C(=O)N2CCOCC2)cc1)Nc1cccc2ccccc12	-8	-7	-9	-1	-3	-1.6	-4	-7	2	2
c1csc(-c2csc3ncnc(NCCCN4CCOCC4)c23)c1	-10	-6	-1	-3	4	-0.3	5	1	5	0
Cc1c(NC(=S)N/N=C/c2ccc(Br)cc2)c(=O)n(-c2ccccc2)n1C	-3	-4	-8	-2	0	0.3	1	-3	0	-3
CSc1ccc(CC(=O)N2CCC(n3nccc3NC(=O)C3CC3)CC2)cc1	-1	-4	-11	5	-3	0.1	6	-3	8	1
CCn1c(SCC(=O)Nc2ccccc2C)nnc1-c1ccccc1O	5	2	5	-7	-7	0.1	-8	4	4	-2
O=[N+]([O-])c1cccc(S(=O)(=O)N2CCN(S(=O)(=O)N3CCOCC3)CC2)c1	16	-2	-1	3	-2	-0.3	6	1	3	-3
CC1CC(C)(C)NC(=S)N1CCCC(=O)Nc1ccccc1F (configuration not stated)	-6	-1	-2	3	-8	0.4	-6	1	8	0
CCCC[C@H]1C2CC(OC(=O)NCc3ccc(Cl)cc3)C(C2)[C@H]2CCCCN21 (some centres not stated)	x	-2	4	2	0	0.0	x	0	-2	0
OCCNc1nc(N2CCN(Cc3ccccc3)CC2)nc2ccccc12	2	-23	-7	6	-7	0.7	3	-6	-4	-3
NC(=O)CC(NC(=O)Cc1ccc(Br)cc1)c1ccc(NCc2ccc(F)c(F)c2)c([N+](=O)[O-])c1 (configuration not stated)	3	-2	2	1	-5	0.7	-1	1	-3	-4
O=C(CSC1=NS(=O)(=O)c2ccccc2N1)Nc1cccc(F)c1	14	-4	-6	-2	-1	0.1	-4	-4	-2	4
CCN1C(c2ccccc2)=C(c2ccccc2)S/C1=C\C=C1/SC(=S)N(C)C1=O	4	-2	-62	5	-5	0.5	25	-6	5	-4
CCOc1cc(NC(=O)c2ccccn2)c(OCC)cc1NC(=O)c1ccc(OC)cc1	2	-3	-8	-2	-5	0.0	-5	-5	1	-4
CCCCn1c(CCl)nc2cc(S(=O)(=O)N3CCOCC3)ccc21	-3	-2	-3	2	-4	0.0	-16	3	7	3
CC(=O)Nc1ccc(NC(=O)c2ccc(CN3CCc4ccccc4C3)cc2)cc1	3	-8	-3	-4	5	-0.9	-5	2	-7	0
O=C(NCCN1C(=O)S/C(=C/c2cccnc2)C1=O)C1=NN(c2ccccc2)C(=O)CC1	-1	2	-7	-9	-2	-0.3	-4	-4	3	-4

Whole records from above. Order of screens: ARFGAP1 inh | ADAM17 inh | PLCb3 inh | Tn7 DDE FP | MBD2 inh | KLK7 zymogen act | ASAP1 GAP inh | PLC-gamma1 inh | Tn6 DDE FP | UHRF1 binding
`CCOc1cc(NC(=O)c2ccccn2)c(OCC)cc1NC(=O)c1ccc(OC)cc1` is listed with 2 | -3 | -8 | -2 | -5 | 0.0 | -5 | -5 | 1 | -4
`CCCCn1c(CCl)nc2cc(S(=O)(=O)N3CCOCC3)ccc21` is listed with -3 | -2 | -3 | 2 | -4 | 0.0 | -16 | 3 | 7 | 3
`CCCCOC(=O)C1=C(C)Nc2ncnn2C1c1ccc(OCC)c(OC)c1` (configuration not stated) is listed with 3 | -1 | 0 | -8 | 0 | 0.2 | 2 | 3 | -7 | 2
`O=C1NCCO1` is listed with 8 | -2 | 2 | -6 | 1 | -0.2 | -2 | 0 | -3 | -2

No new results follow: 3 of the compounds above.
SMILES	ARFGAP1 inh	ADAM17 inh	PLCb3 inh	Tn7 DDE FP	MBD2 inh	KLK7 zymogen act	ASAP1 GAP inh	PLC-gamma1 inh	Tn6 DDE FP	UHRF1 binding
CCN1C(c2ccccc2)=C(c2ccccc2)S/C1=C\C=C1/SC(=S)N(C)C1=O	4	-2	-62	5	-5	0.5	25	-6	5	-4
CCOc1cc(NC(=O)c2ccccn2)c(OCC)cc1NC(=O)c1ccc(OC)cc1	2	-3	-8	-2	-5	0.0	-5	-5	1	-4
CCCCn1c(CCl)nc2cc(S(=O)(=O)N3CCOCC3)ccc21	-3	-2	-3	2	-4	0.0	-16	3	7	3

Continued.
SMILES	ARFGAP1 inh	ADAM17 inh	PLCb3 inh	Tn7 DDE FP	MBD2 inh	KLK7 zymogen act	ASAP1 GAP inh	PLC-gamma1 inh	Tn6 DDE FP	UHRF1 binding
Nc1ccc2nc(N3CCOCC3)sc2c1	3	-1	-12	-9	-4	-1.3	4	-11	1	-4
CCOc1ccc(NS(=O)(=O)c2ccc(C(=O)NCC(c3ccco3)N3CCCC3)cc2)cc1 (configuration not stated)	-2	1	-5	6	-6	-0.5	-2	3	0	-2
CCOC(=O)c1c(C)c(C(=O)N2CCc3ccccc3C2)c(C)n1CC	-5	0	1	4	-3	0.8	-1	0	3	-2
Cc1cccc(NC(=O)c2ccc(Cl)c(S(=O)(=O)N3CCCCCC3)c2)n1	-10	-3	-8	2	0	-0.1	1	3	-8	-3
Cc1nc(-c2cccs2)ccc1C(=O)O	-18	-9	-11	9	0	0.3	1	-5	5	-3
O=C(Cc1ccc(Br)cc1)NC1CCSC1=O (configuration not stated)	-3	-2	2	2	2	0.4	-17	0	-9	-3
COc1ccc(Cl)cc1C(=O)NCCS(=O)(=O)N1CCN(c2ccccc2F)CC1	-3	-1	-5	1	0	0.3	2	2	4	6
CCN(CC)S(=O)(=O)c1ccc2oc(SCC(=O)NC3CC3)nc2c1	0	-4	-5	1	-1	-0.1	12	-2	-2	1
CC(C)(C)n1nnnc1C(c1ccccc1)N1CCN(CCN2CCOCC2)CC1 (configuration not stated)	6	-1	1	1	-5	1.5	-7	1	2	-2
O=C(COc1ccccc1[N+](=O)[O-])N1CCN(c2ccccn2)CC1	-6	-4	0	1	4	0.0	2	-10	2	2
O=C(/C=C/c1ccc(Br)o1)NCc1ccccc1	-10	-4	-15	-4	-5	0.2	-1	-4	-3	2
OCC[C@@H]1C[C@H](O)[C@@H](O)[C@]2(CCCO2)O1	6	2	4	2	0	0.5	13	5	-4	4
Cc1nc(Nc2ccc(S(N)(=O)=O)cc2)oc1C	3	-4	3	-5	-1	-0.4	5	1	6	4
Cc1cc(C(=O)Nc2cccc(C)c2C)n(-c2ccccc2)n1	-2	-2	-3	-6	-1	0.7	0	3	-8	-1
